# Screening results deposited in PubChem BioAssay by several laboratories.
# Cardiac RTF inh – cardiac RTF calcium desensitization; P19429+P45379; IANBD-labeled cardiac RTF, Ca2+ fluorescence; inhibition, % at 7.15 µM; 340,000 compounds, 0.12% hits; AID 493244;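 active = inhibition above the mean inhibition of all tested compounds plus 3 SD, cut at about 17% in these data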;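 note: assay run at fixed EC70 calcium of 1.6 mM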
# OPRM1-OPRD1 ag – agonists of human mu-delta opioid receptor heterodimerization; P35372+P41143; cells, OPRM1-OPRD1 heterodimerization, luminescence; activation, % at 9.3 µM; 340,000 compounds, 0.3% hits; AID 504326; in the data active = activation above about 18%;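 note: 0% = vehicle-treated cells and 100% = reference agonist; values of inactives mirror those of a sister screen read the other way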
# LANA DNA inh – blocks KSHV LANA C-terminal domain binding to DNA; inhibition, % at 9 µM; MBP-C-LANA/FAM-LBS DNA binding, fluorescence polarization; 340,000 compounds, 0.078% hits;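 active = highest replicate inhibition at or above 60% at 9 µM, even if other replicates fall short; inactive = all replicates below 60% inhibition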;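 note: 0% = neutral control wells and 100% = 4 µM acridine orange control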
# Keap1 Nrf2 FP – Keap1-Nrf2 (human) interaction inhibition; Q14145; Keap1 Kelch-Nrf2 peptide fluorescence polarization, 1536-well; inhibition, % at 9.4 µM; 340,000 compounds, 0.15% hits; AID 504523; in the data active = inhibition above about 12%;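 note: human Keap1 Kelch domain with fluorescein labeled Nrf2 9mer peptide probe; 0% = neutral control wells and 100% = peptide positive control; higher means more block of Keap1 binding to Nrf2 peptide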
# Target sequence (Q14145 whole entry, looked up, the tested form may be a part): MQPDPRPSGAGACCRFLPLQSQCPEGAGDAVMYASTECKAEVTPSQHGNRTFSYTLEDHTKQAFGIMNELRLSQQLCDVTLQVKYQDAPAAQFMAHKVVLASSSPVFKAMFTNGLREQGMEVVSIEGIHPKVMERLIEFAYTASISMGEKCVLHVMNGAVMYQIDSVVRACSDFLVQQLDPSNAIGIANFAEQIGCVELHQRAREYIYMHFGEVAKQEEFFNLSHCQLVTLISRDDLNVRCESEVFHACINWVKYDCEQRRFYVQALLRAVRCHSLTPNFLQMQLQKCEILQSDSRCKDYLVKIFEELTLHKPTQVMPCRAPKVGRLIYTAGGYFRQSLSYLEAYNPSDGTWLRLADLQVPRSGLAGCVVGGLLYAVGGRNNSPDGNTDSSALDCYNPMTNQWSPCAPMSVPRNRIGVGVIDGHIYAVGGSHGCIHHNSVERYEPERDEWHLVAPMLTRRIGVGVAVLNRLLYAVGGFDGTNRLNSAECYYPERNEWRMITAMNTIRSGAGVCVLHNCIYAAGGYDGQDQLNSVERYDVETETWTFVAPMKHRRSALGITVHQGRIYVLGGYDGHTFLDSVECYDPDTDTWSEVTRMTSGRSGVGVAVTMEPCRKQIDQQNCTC
# CAL PDZ FP – inhibitors of human CAL PDZ peptide binding. Q9HD26. purified CAL PDZ, TMR-peptide fluorescence polarization, 1 h. inhibition, % at 24.9 µM. 300,000 compounds, 0.92% hits. AID 602252;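 active = mean inhibition of at least 30% with at least half of replicates also reaching 30%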;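 note: 0% = DMSO neutral control and 100% = excess unlabeled competitor peptide PRC23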
# HTR5A ag – activates human HTR5A in OPRM1-OPRD1 agonist counter-screen. P47898. HTR5A agonist assay, luminescence, cell-based. activation, % at 9.3 µM. 340,000 compounds, 0.61% hits. AID 504692; in the data active = activation mostly above about 9.5%, no sharp cut-off; inactive = mostly below about 7.6%;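 note: 0% = cells with vehicle only and 100% = reference agonist; strong numbers were not always called active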
# Target sequence (P47898 whole entry, looked up): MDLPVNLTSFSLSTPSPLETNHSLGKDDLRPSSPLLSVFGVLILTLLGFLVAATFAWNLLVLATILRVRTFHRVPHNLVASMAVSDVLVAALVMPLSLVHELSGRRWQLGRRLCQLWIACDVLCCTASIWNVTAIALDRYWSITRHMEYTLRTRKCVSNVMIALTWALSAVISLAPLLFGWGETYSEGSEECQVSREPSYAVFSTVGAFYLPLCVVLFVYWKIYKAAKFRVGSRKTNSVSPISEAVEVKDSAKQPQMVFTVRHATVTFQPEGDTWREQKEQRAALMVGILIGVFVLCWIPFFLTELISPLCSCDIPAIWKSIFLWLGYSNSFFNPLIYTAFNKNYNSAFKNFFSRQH
# V-ATPase pHluor – yeast V-ATPase proton transport regulation by pHLuorin; S. cerevisiae, pHLuorin cytosolic pH fluorescence; response, % at 10 µM; 350,000 compounds, 0.37% hits; in the data active = response mostly above about 7.3%, no sharp cut-off; inactive = mostly below about 5.4%; note: actives read high; inactives centre near 0; some compounds called inactive have numbers as strong as hits; reference of the scale not given here
# OPRM1-OPRD1 inv – mu-delta opioid heterodimer inverse agonism. 340,000 compounds, 0.21% hits. AID 504357. P35372+P41143. cell-based MOR-DOR heterodimer luminescence. inhibition, % at 9.3 µM; in the data active = inhibition above about 22%, passing the limit was not always enough;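 note: 0% = cells with DMSO and 100% = wells without cells with DMSO; values of inactives mirror those of a sister screen read the other way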
# HTR5A inv ag – HTR5A inverse agonism, opioid heterodimer counter-screen; 340,000 compounds, 0.083% hits; P47898; AID 504634; HTR5A cell line, luminescence; inhibition, % at 9.3 µM; in the data active = inhibition mostly above about 23%, no sharp cut-off; inactive = mostly below about 18%;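 note: 0% = cells with DMSO and 100% = no-cell wells with DMSO; some compounds called inactive have numbers as strong as hits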
# RTF Ca sens act – cardiac RTF calcium sensitization; AID 493008; activation, % at 7.2 µM; IANBD-labeled TnC RTF fluorescence at EC20 calcium; 0% EC20 calcium, 100% full calcium; 340,000 compounds, 0.24% hits;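 active = activation above the mean over all tested compounds plus 3 SD, cut at about 30% in these data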;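 note: rise in fluorescence read as greater calcium sensitivity of cardiac thin filaments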
# An asterisk follows results filed as active; nt = not tested or not shown.
smiles	Cardiac RTF inh	OPRM1-OPRD1 ag	LANA DNA inh	Keap1 Nrf2 FP	CAL PDZ FP	HTR5A ag	V-ATPase pHluor	OPRM1-OPRD1 inv	HTR5A inv ag	RTF Ca sens act
O=[N+]([O-])c1ccc(S(=O)(=O)c2ccccc2)nc1	-7.0	-2.2	-0.9	13.5*	0.6	0.2	2.5	11.4	-0.7	-7.4
CN(C)C(=O)N1CCCC(C(=O)NCc2cccs2)C1 (stereo unspecified)	-4.3	0.4	2.4	-4.7	-2.5	-2.5	1.6	-2.5	6.5	3.5
CCC(c1nnc(SCC(=O)N2CC(=O)Nc3ccccc32)n1Cc1ccccc1)N(C)C (stereo unspecified)	-4.9	-0.7	1.5	3.0	2.2	-2.9	-2.2	2.9	7.0	3.8
Cc1cc(NC(=O)c2ccccc2)c(Cl)cc1N	-1.6	-2.8	-1.8	-1.7	-3.1	1.0	-1.0	15.3	-4.0	-4.0
CC1(c2ccccc2)NC(=O)N(CC(=O)Nc2ccc3c(c2)CCC3)C1=O (stereo unspecified)	-6.1	-0.3	-0.2	-0.6	3.9	1.2	-0.1	1.1	-3.0	-1.0
CC12C(=O)N(Cc3ccccc3)C(=O)C1C1C=CC2C1 (stereo unspecified)	-0.7	5.1	1.1	-1.7	-0.8	7.0	-6.3	-29.8	-18.3	-5.8
COc1ccc(C(=O)NNC(=O)c2ccc3ccccc3c2)cc1	0.2	-2.4	0.3	-5.3	-4.8	-2.2	-2.7	12.8	7.8	5.3
O=C(CCN1C(=O)C2C3CC(C(Br)C3Br)C2C1=O)OCC(=O)c1ccccc1 (stereo unspecified)	7.4	-3.2	2.4	-3.3	-4.2	0.3	-0.5	19.0	-0.8	0.3
CCOc1ccccc1C(=O)NC(C(=O)N(C)Cc1ccc2c(c1)OCO2)C(C)C (stereo unspecified)	1.2	-1.6	0.8	4.4	nt	0.7	0.0	6.5	16.6	-2.7
CN(C1(C)CCS(=O)(=O)C1)S(=O)(=O)c1ccc2ccccc2c1 (stereo unspecified)	6.7	2.0	0.2	-3.0	-4.8	1.1	-4.8	-10.8	-2.6	1.5
COc1cc(C(CC(=O)Nc2cc(C)ccn2)N2Cc3ccccc3C2=O)cc(OC)c1OC (stereo unspecified)	-9.1	-4.1	-1.3	-3.4	-1.6	0.7	3.3	18.4	-2.6	-3.0
COc1ccc(OC)c(C(=O)Cn2c3[n+](c4ccc(C(F)(F)F)cc42)CCCCC3)c1	-4.8	-0.3	-0.6	7.5	-4.7	0.4	0.5	1.6	-1.0	1.6
COc1ccc(-n2c(Cc3cccn3C)nnc2SCC(=O)Nc2ccc(C)cc2)cc1	-2.5	-0.7	-2.3	-7.7	nt	2.7	0.9	3.5	-7.5	6.7
COC(=O)C1=C(N)Oc2cc(C)n(CC3CCCO3)c(=O)c2C1c1ccc(Cl)c(Cl)c1 (stereo unspecified)	-3.2	-1.0	-0.1	1.8	-0.2	-0.5	2.3	5.1	30.0	-7.5
Brc1cccc(-c2nnc3sc(CNC4CCCC4)cn23)c1	-4.5	0.4	-1.1	-4.7	nt	4.5	9.0	-2.2	-12.5	5.7

# Next section
smiles	Cardiac RTF inh	OPRM1-OPRD1 ag	LANA DNA inh	Keap1 Nrf2 FP	CAL PDZ FP	HTR5A ag	V-ATPase pHluor	OPRM1-OPRD1 inv	HTR5A inv ag	RTF Ca sens act
CN(N=C(c1ccccc1)c1ccccc1)c1ccccc1	-2.1	-0.6	-1.7	-2.8	3.5	-2.6	-0.2	3.1	10.3	-3.1
NS(=O)(=O)c1ccc(NS(=O)(=O)/C=C/c2ccccc2)cc1	-8.9	-2.0	0.7	-3.1	-2.5	1.5	1.9	11.2	5.0	-1.9
O=C(Cc1ccc(NC2=NC3CS(=O)(=O)CC3S2)cc1)NCCc1ccccc1 (stereo unspecified)	-2.7	-1.5	2.4	0.2	nt	6.0	4.9	8.0	-41.3	-2.4
CCCCOP(=O)(OCCCC)C1(C)CC(=O)CC(C)(C)C1 (stereo unspecified)	1.3	-1.1	-0.3	3.2	-2.5	-1.7	-1.1	5.9	6.9	0.2
O=C(COc1coc(CN2CCc3ccccc3C2)cc1=O)Nc1cccc(Cl)c1	-5.8	6.0	0.8	0.0	-1.8	4.4	3.8	-31.4	-10.8	4.1
CCN1C(=O)[C@H]2[C@@H](c3ccc(C)cc3)N3C(=O)N(c4ccc(C(F)(F)F)cc4)C(=O)[C@@]3(CC(C)C)[C@H]2C1=O	-5.3	5.6	0.4	-6.0	-0.5	-7.5	-4.9	-30.7	19.2	-3.6
O=C(C1CCCCCC1)N1CC[C@@H](N2CCC(O)CC2)[C@H](O)C1	6.1	-2.6	0.8	-2.2	-0.6	-0.5	-1.1	12.2	1.7	0.1
CCN(CC(=O)Nc1ccc(NC(C)=O)cc1)C(=O)c1ccc2ccccc2c1	6.6	0.0	0.9	-5.0	-4.4	-5.1	1.1	-0.3	13.3	-7.5
COc1ccc(OC)c(NC(=O)NCCN2CCN(c3ccccc3)CC2)c1	-6.8	-2.4	2.2	0.0	-1.5	-1.1	-0.5	10.6	4.2	13.5
CCOC(=O)CCCNC(=O)CN1CCC(c2nc3ccccc3s2)CC1	2.0	2.6	1.2	0.3	-2.4	-1.3	-2.6	-21.7	-11.3	0.8
Cc1ccc(-n2sc3ccccc3c2=O)cc1	4.6	-1.7	0.8	-2.3	-2.4	0.8	0.3	8.1	-9.6	-0.5
Cc1ccc(SCC(=O)c2c(C)nc3cc(C)ccn23)cc1	4.6	-0.5	-4.2	2.0	-3.4	3.4	-3.4	2.7	-9.8	1.4
Cc1ccccc1/C=N/N=C1/NC(=O)CCS1	0.9	-3.1	-0.4	-1.8	-1.3	4.1	-2.2	15.4	-1.6	5.7
COc1ccccc1NC(=O)c1ccc(NC(=O)c2nc3nccc(C)n3n2)cc1	-0.9	-2.5	0.6	-3.1	-3.7	-2.1	-3.2	10.5	5.3	1.2
C=CCc1cccc(CNc2cnc3ccccc3c2)c1O	3.1	7.5	0.2	-0.8	2.0	-2.5	1.4	-37.6	5.8	-0.3

# Remaining list, next part.
SMILES,Cardiac RTF inh,OPRM1-OPRD1 ag,LANA DNA inh,Keap1 Nrf2 FP,CAL PDZ FP,HTR5A ag,V-ATPase pHluor,OPRM1-OPRD1 inv,HTR5A inv ag,RTF Ca sens act
COc1cc(O)oc1C=Nc1ccc(Cl)cc1,-1.5,4.4,-1.9,-3.6,-1.2,-8.9,nt,-25.7,23.3,13.2
Nc1nonc1-n1nnc(C(=O)N/N=C/c2ccc(OCc3ccc(F)cc3)cc2)c1COc1ccccc1,-0.3,5.5,-0.6,-2.9,-4.0,6.6,2.0,-28.7,15.6,10.9
COc1ccc(C2C(C#N)=C(N)N(c3ccccc3)C3=C2C(=O)CCC3)cc1Cn1cc([N+](=O)[O-])cn1 (stereo unspecified),5.7,2.8,0.9,1.1,nt,5.3,2.6,-15.4,-18.8,1.4
COc1ccc(NC(=O)N2CCc3cc(OC)c(OC)cc3C2)cc1,-2.9,-2.1,-0.1,-3.0,-4.7,4.4,-1.5,9.9,-16.4,-0.7
CCC(C)c1ccc(NC(=S)NCc2cccnc2)cc1 (stereo unspecified),-3.8,-0.1,2.8,-0.5,-4.2,4.0,2.1,0.8,15.2,0.7
Cc1cc(Cl)ccc1OCCCC(=O)N1CCOCC1,-3.5,-0.8,-0.3,4.9,-6.2,-4.6,0.1,4.3,-14.1,2.8
O=c1[nH]c2cc3c(cc2cc1CN(CCO)S(=O)(=O)c1ccccc1)OCCO3,8.2,-1.6,-8.2,-0.2,-2.1,-0.7,-2.2,7.9,2.0,-1.8
CCCCNC(=O)C(CC)(ONc1ccccc1C(F)(F)F)c1ccccc1 (stereo unspecified),5.9,-2.7,-0.3,-2.0,0.2,-0.7,3.8,14.8,1.9,2.0
CCOc1ccc(CCNC(=O)c2ccc(CS(=O)Cc3ccc(Cl)cc3)o2)cc1OCC (stereo unspecified),-9.8,-0.2,-0.5,-0.1,nt,-3.5,3.9,1.0,10.0,-0.1
COc1cc(/C=C/C(=O)OCC(=O)NC(=O)NCc2ccccc2)ccc1OCC#N,0.5,-1.8,1.2,-4.8,1.8,-5.6,-1.3,9.2,13.9,2.5

# Complete entries as entered above. Values in the order: Cardiac RTF inh | OPRM1-OPRD1 ag | LANA DNA inh | Keap1 Nrf2 FP | CAL PDZ FP | HTR5A ag | V-ATPase pHluor | OPRM1-OPRD1 inv | HTR5A inv ag | RTF Ca sens act
# `CCOc1ccc(CCNC(=O)c2ccc(CS(=O)Cc3ccc(Cl)cc3)o2)cc1OCC` (stereo unspecified) in the list: -9.8 | -0.2 | -0.5 | -0.1 | nt | -3.5 | 3.9 | 1.0 | 10.0 | -0.1
# `COc1cc(O)oc1C=Nc1ccc(Cl)cc1` in the list: -1.5 | 4.4 | -1.9 | -3.6 | -1.2 | -8.9 | nt | -25.7 | 23.3 | 13.2
# `CCC(C)c1ccc(NC(=S)NCc2cccnc2)cc1` (stereo unspecified) in the list: -3.8 | -0.1 | 2.8 | -0.5 | -4.2 | 4.0 | 2.1 | 0.8 | 15.2 | 0.7
# `CCCCNC(=O)C(CC)(ONc1ccccc1C(F)(F)F)c1ccccc1` (stereo unspecified) in the list: 5.9 | -2.7 | -0.3 | -2.0 | 0.2 | -0.7 | 3.8 | 14.8 | 1.9 | 2.0
# `Nc1nonc1-n1nnc(C(=O)N/N=C/c2ccc(OCc3ccc(F)cc3)cc2)c1COc1ccccc1` in the list: -0.3 | 5.5 | -0.6 | -2.9 | -4.0 | 6.6 | 2.0 | -28.7 | 15.6 | 10.9

# (continued)
SMILES,Cardiac RTF inh,OPRM1-OPRD1 ag,LANA DNA inh,Keap1 Nrf2 FP,CAL PDZ FP,HTR5A ag,V-ATPase pHluor,OPRM1-OPRD1 inv,HTR5A inv ag,RTF Ca sens act
Cc1nc(N)sc1N=Nc1c(C)n(C)n(-c2ccccc2)c1=O,6.2,-1.4,1.5,-3.2,-0.8,10.0,-2.5,7.4,13.0,-2.1
O=c1cc(CN2CCN(c3cccc(Cl)c3)CC2)c2cc(O)c(-c3ccccc3)cc2o1,3.1,-1.5,0.4,-0.9,-0.1,13.4,-0.2,8.6,-36.9,-0.4
CCCN1CCN(CCCNC(=O)c2ccc3c(Cl)c4c(nc3c2)CCCC4)CC1,-1.8,-2.9,-2.4,-2.8,-7.2,-2.0,2.7,15.7,5.8,1.0
C=CCOC(=O)c1ccccc1C(=O)OCC=C,6.1,-3.4,-0.5,0.0,-1.7,1.1,-2.5,18.8,-15.9,1.2
